TRPC6 activator: mouse TRPC6 channel activation. Q61143. 310,000 tested, 0.13% active. B-score at 10 µM. HEK293-TRPC6 membrane potential dye fluorescence; hits give high values;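 active = B-score of the integrated fluorescence ratio above library mean plus 3 SD, and starting fluorescence ratio within library mean plus 5 SD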;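 also: higher score means more depolarization so channel activation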
TRPC4 act: opens the mouse TRPC4 cation channel. Q9QUQ5. HEK293 TRPC4beta/mu-opioid, Fluo4 calcium fluorescence; hits give high values. B-score at 10 µM. 310,000 tested, 0.49% active;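 active = B-score above 5 SD of library B-scores, and initial fluorescence ratio not above library mean plus 5 SD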;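 also: positive B-score marks a calcium rise read as TRPC4 activation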
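Material: TRPC4beta and mu-opioid receptor HEK293 stable cells | Incubation: 45 min room-temperature Fluo4 loading, 110 s read | Detection: Kinetic Fluo4 calcium fluorescence | Measure: Integrated baseline-normalised fluorescence ratio, converted to per-well B score | Benchmarks: Low control buffer alone, high control maximal DAMGO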
TRPC4 inh: TRPC4 (mouse) channel inhibition | 300,000 tested, 0.39% active | Q9QUQ5 | B-score at 10 µM | HEK293 TRPC4beta/mu-opioid, DAMGO-evoked Fluo4 calcium flux; hits give low values;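 active = B-score over 3 SD under the library average, no early fluorescence shift, positive overall ratio signal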
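Assay system: HEK293 cells with stable TRPC4beta plus mu-opioid receptor expression. Dosing: single dose. Measured by: Fluo4 Ca2+ flux fluorescence. Also added: DAMGO in two steps, submaximal then maximal. Read-out: B score from integrated Fluo4 fluorescence ratio.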
ANO1 block: mouse TMEM16A channel inhibition, primary screen; Q8BHY3; AID 588511; HEK293 TMEM16A/YFP iodide influx fluorescence, ionomycin; normalized B-score (activity score, 25-100; higher = stronger inhibition) at 10 µM; 310,000 tested, 1.2% active;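 active = ratio plate-corrected score three or more library SD toward inhibition, starting fluorescence score within five deviations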;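 also: score derived from kinetic fluorescence span divided by baseline fluorescence per well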
Target sequence (Q8BHY3 whole entry, looked up): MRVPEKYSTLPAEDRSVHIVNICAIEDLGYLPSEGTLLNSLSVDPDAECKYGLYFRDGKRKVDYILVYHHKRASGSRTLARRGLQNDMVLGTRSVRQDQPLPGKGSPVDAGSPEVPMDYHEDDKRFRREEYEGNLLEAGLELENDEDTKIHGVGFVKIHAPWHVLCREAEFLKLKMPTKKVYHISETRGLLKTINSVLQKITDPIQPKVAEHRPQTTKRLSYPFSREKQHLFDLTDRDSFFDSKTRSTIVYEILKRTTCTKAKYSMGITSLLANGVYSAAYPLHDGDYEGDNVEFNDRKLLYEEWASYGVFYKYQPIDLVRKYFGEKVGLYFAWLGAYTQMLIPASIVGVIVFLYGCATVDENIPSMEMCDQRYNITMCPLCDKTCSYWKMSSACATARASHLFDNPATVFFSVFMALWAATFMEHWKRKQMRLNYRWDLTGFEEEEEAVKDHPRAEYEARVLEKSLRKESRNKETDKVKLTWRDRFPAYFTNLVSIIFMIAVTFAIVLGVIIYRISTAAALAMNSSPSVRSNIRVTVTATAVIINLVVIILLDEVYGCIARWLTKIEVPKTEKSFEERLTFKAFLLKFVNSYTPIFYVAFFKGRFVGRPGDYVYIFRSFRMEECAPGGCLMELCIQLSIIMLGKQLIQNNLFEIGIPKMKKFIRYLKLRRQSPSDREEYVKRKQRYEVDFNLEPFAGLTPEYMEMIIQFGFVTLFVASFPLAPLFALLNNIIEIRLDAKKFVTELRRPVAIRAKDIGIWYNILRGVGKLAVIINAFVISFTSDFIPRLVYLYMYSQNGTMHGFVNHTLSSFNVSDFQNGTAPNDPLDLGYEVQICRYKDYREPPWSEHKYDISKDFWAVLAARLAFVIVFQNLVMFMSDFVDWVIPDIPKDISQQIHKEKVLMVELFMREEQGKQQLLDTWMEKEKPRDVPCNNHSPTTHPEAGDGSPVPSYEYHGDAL
MrgX1 PAM: human MrgX1 positive allosteric modulation, primary screen. Q96LB2. MrgX1-HEK293, Fluo-4 calcium flux, FDSS; hits give high values. B-score at 10 µM. 310,000 tested, 0.63% active. AID 588675;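 active = plate-corrected calcium response at least 3 library SD above typical, normal starting fluorescence, not activating the receptor alone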;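 also: compound read alongside a low EC10 to EC30 dose of BAM8-22 agonist; peak minus trough fluorescence over baseline measured at the second addition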
TMEM16A act: mouse TMEM16A channel activation, primary screen; B-score at 10 µM; Q8BHY3; AID 623877; 340,000 tested, 0.3% active; HEK293 TMEM16A/YFP-H148Q/I152L, iodide quench fluorescence; hits give low values;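 active = fluorescence-ratio B-score plate-corrected deviation score at least 3 library SD below zero, with starting fluorescence score within 5 deviations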;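 also: channel opened by trigger with iodide after compound preincubation; score built on the fluorescence ratio of max minus min over baseline; more negative score means more quench and so TMEM16A activation or potentiation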
MrgX1 ag: agonists of human MrgX1 receptor; Q96LB2; MrgX1-HEK293 cells, Fluo-4 calcium fluorescence, agonist mode; hits give high values; B-score at 10 µM; 310,000 tested, 0.44% active; AID 588627;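 active = calcium response B-score plate-corrected fluorescence ratio at least 3 library SD, with starting fluorescence B-score inside 5 SD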
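System – MrgX1-expressing HEK293 cells · Incubation – cells plated overnight, dye loaded 0.5 h 37 °C, 0.5 h room temperature · Technique – kinetic Fluo-4 NW fluorescence of intracellular calcium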
RGS4 block: human RGS4 inhibition | HEK293 M3R/RGS4 inducible, Fluo-4 calcium flux; hits give high values; triggered by carbachol at its EC20 | AID 463165 | P49798 | B-score at 10 µM | 310,000 tested, 0.45% active;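 active = B-score, a plate-corrected calcium signal, over three deviations above library mean, with baseline fluorescence within five deviations of library mean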;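 also: RGS4 expression induced by doxycycline in cells with stable M3 receptor; B-score is computed from the integrated fluorescence ratio over baseline after carbachol; higher B-score means a larger calcium signal and so more RGS4 inhibition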
TRPC6 inh: blocks the mouse TRPC6 cation channel. Q61143. HEK293-TRPC6, membrane potential dye, ACh-evoked depolarization; hits give low values. B-score at 10 µM. 310,000 tested, 1.1% active. AID 2553;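 active = B-score under library mean minus 3 SD, initial fluorescence not abnormally high, positive integrated signal ratio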;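 also: B-score derived from integrated fluorescence ratio over the kinetic read; more negative B-score means stronger inhibition of depolarization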
TRPC4 potent: TRPC4 (mouse) allosteric potentiation. Q9QUQ5. HEK293 TRPC4beta/mu-opioid, DAMGO EC20, Fluo-4 Ca2+ flux; hits give high values. B-score at 10 µM. 310,000 tested, 0.42% active. AID 2227;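 active = B-score of calcium response area above 5 SD of library B-scores, with initial fluorescence ratio within 5 SD of library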;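 also: B-score of integrated fluorescence ratio over time as area under calcium response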
MrgX1 antag: human MrgX1 receptor antagonism, primary screen; B-score at 10 µM; 310,000 tested, 1.3% active; Q96LB2; MRGX1-HEK293 calcium flux, Fluo-4, BAM8-22 antagonism; hits give low values;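 active = calcium-response B-score plate-corrected more than 3 library SD below zero, starting fluorescence within 5 deviations, no agonist response on first addition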;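 also: peak minus trough fluorescence over baseline after final BAM8-22 challenge near maximal dose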
* = called active by the depositor; i = inactive; . = not tested or not shown.

SMILES | TRPC6 activator | TRPC4 act | TRPC4 inh | ANO1 block | MrgX1 PAM | TMEM16A act | MrgX1 ag | RGS4 block | TRPC6 inh | TRPC4 potent | MrgX1 antag
COc1ccc(C2CC(c3ccc(Cl)cc3)Nc3nc(NC(=O)c4ccco4)nn32)cc1 (configuration not stated) | i | i | i | . | . | i | . | i | i | i | .
O=C(O)CCN1C(=O)C2CCCCC2C1=O (configuration not stated) | i | i | i | i | i | i | i | i | i | i | i
CCn1c(CC(=O)Nc2cccc(OC)c2)nnc1SCC(=O)Nc1nccs1 | i | i | i | i | i | i | i | i | i | i | i
CCOc1ccc(CC(=O)NNC(=S)NCCc2ccccc2)cc1 | i | i | i | i | i | i | i | i | i | i | i
Cc1ccc(C(C(=O)NC(C)(C)C)N(C(=O)c2csnn2)C2CC2)cc1 (configuration not stated) | i | i | i | i | i | i | i | i | i | i | i
CCCCNC(=O)CSc1nc2ccc(NC(=O)CSc3nnc(COc4ccccc4C)n3C)cc2s1 | i | i | i | i | i | i | i | i | i | i | i
Cc1ccc(C(C)(C)C)cc1S(=O)(=O)Nc1cccc(S(=O)(=O)NC2=NCCC2)c1 | i | i | i | i | i | i | i | i | i | i | i
COC1=C(c2ccccc2)C(=O)c2ccccc2C1=O | i | i | i | i | 7.2* | i | i | i | i | i | i
Cc1sc(NC(=O)C2C3C=CC(C3)C2C(=O)O)c(C(N)=O)c1-c1ccc(C(C)C)cc1 (configuration not stated) | i | i | i | i | i | i | i | i | i | i | i
CC(C)Cn1cnc2c(=O)oc3ccccc3c21 | i | i | i | i | i | i | i | i | i | i | i
O=C(O)c1cc(N/N=C/c2ccc3c(c2)OCO3)ccc1Cl | i | i | i | i | i | i | i | i | i | i | i
CC(C)CCNC(=O)NC(=O)CN1C(=O)NC2(CCCCC2)C1=O | i | i | i | i | i | i | i | i | i | i | i
COCCn1c(N)c(N(Cc2ccccc2)C(=O)c2ccc(C#N)cc2)c(=O)[nH]c1=O | i | i | i | i | i | i | i | i | i | i | i
O=C1C(=O)N(CCO)C(c2cccc(F)c2)/C1=C(\O)c1ccc(Cl)cc1 (configuration not stated) | i | i | i | i | i | i | i | i | i | i | i
CCCC/C=C/C(NC(=O)CCc1ccccc1)c1ccccc1 (configuration not stated) | i | i | i | i | i | i | i | i | i | i | i
COc1ccccc1C(=O)Nc1ccnn1C1CCN(Cc2cnc(N(C)C)s2)CC1 | i | i | i | i | i | i | i | i | i | i | i
COc1ccc(S(=O)(=O)N2CCCC(C(=O)NCCCn3ccnc3)C2)cc1OC (configuration not stated) | i | i | i | i | i | i | i | i | i | i | i
O=c1cc(O)c2ccccc2[nH]1 | i | i | i | i | i | i | i | i | i | i | i
CSCCNCc1c(C(=O)N2CCOCC2)nc2c(C)cccn12 | i | i | i | i | i | i | i | i | i | i | i
O=C(c1cccs1)N1CCCN(c2ncnc3scc(-c4ccccc4)c23)CC1 | i | i | i | i | i | i | i | i | i | i | i
CCN(c1ccccc1C(=O)O)S(=O)(=O)c1cccc2nsnc12 | i | i | i | i | i | i | i | i | i | i | i
CCOc1ncccc1C(=O)OCC(=O)N(CC(C)C)C1CCS(=O)(=O)C1 (configuration not stated) | i | i | i | i | i | i | i | i | i | i | i
CC(=O)Nc1c(C(N)=O)oc2ccc(Cl)cc12 | i | i | i | i | i | i | i | i | i | i | i
CCCOc1ccccc1/C=C(\C#N)C(=O)Nc1cccnc1 | i | i | i | i | i | i | i | i | i | i | i
CCC(C)NC(=O)c1ccc(CNS(=O)(=O)c2ccc3c(c2)C(C)(C)C(=O)N3C)cc1 (configuration not stated) | i | i | i | i | i | i | i | i | i | i | i

Brought forward from above: 2 compounds, followed by the next part.
SMILES | TRPC6 activator | TRPC4 act | TRPC4 inh | ANO1 block | MrgX1 PAM | TMEM16A act | MrgX1 ag | RGS4 block | TRPC6 inh | TRPC4 potent | MrgX1 antag
CCCOc1ccccc1/C=C(\C#N)C(=O)Nc1cccnc1 | i | i | i | i | i | i | i | i | i | i | i
CCC(C)NC(=O)c1ccc(CNS(=O)(=O)c2ccc3c(c2)C(C)(C)C(=O)N3C)cc1 (configuration not stated) | i | i | i | i | i | i | i | i | i | i | i
O=C(Cn1cnc2cc([N+](=O)[O-])ccc2c1=O)N(Cc1ccccc1)C1CCS(=O)(=O)C1 (configuration not stated) | i | i | i | i | i | i | i | i | i | i | i
CCOc1ccc(N/C(N)=N/c2nc(CSc3nnc(C)s3)cc(=O)[nH]2)cc1 | i | i | i | i | i | i | i | i | i | i | i
CC1Cc2ccccc2N1C(=O)CN1CCC(C(N)=O)CC1 (configuration not stated) | i | i | i | i | i | i | i | i | i | i | i
Cc1cccc(NC(=O)C2COc3ccccc3O2)c1 (configuration not stated) | i | i | i | i | i | i | i | i | i | i | i
COc1cc(-c2nn3c(C4CCCCC4)nnc3s2)cc(OC)c1OC | i | i | i | i | i | i | i | i | i | i | i
O=C(CN1C(=O)COc2ccccc21)NCCCN1CCCC1 | i | i | i | i | i | i | i | i | i | i | i
Nc1ccccc1SCc1cn2ccccc2n1 | i | i | i | i | i | i | i | i | i | i | i
COc1ccc(NC2=NCC(=O)N2c2ccccc2F)c(OC)c1 | i | i | i | i | i | i | i | i | i | i | i
COc1ccc2c(c1)c(C(=O)CN1CCCCC1)c(C)n2C | i | i | i | i | i | i | i | i | i | i | i
CSc1ccccc1NC(=O)Cn1nc([N+](=O)[O-])c(Cl)c1C | i | i | i | i | i | i | i | i | i | i | i
CCc1nc(NCCCN2CCOCC2)c2oc3ccccc3c2n1 | i | i | i | i | i | i | i | i | i | i | i
CC(C)(C)C(=O)C(CO)(Oc1ccc(Cl)cc1)n1cncn1 (configuration not stated) | i | i | i | i | i | i | i | i | i | i | i
CC(=O)c1c(C(C)=O)c(C)n(NC(=O)c2ccccc2Cl)c1C | i | i | i | i | i | i | i | i | i | i | i
CC1=CCC(C(=O)O)C(C(=O)Nc2cccnc2)C1 (configuration not stated) | i | i | i | i | i | i | i | i | i | i | i
Cc1ccc(NC(=O)CN(C)Cc2c(O)ccc3ccccc23)cc1 | i | i | i | i | i | . | i | i | i | i | i
CC(=O)OC(C(=O)NCc1ccc(F)cc1)c1ccccn1 (configuration not stated) | i | i | i | i | i | i | i | i | i | i | i
COc1ccc(-c2noc(-c3ccc(Cl)cc3)n2)cc1 | i | i | i | i | i | . | i | i | i | i | i
Cc1cccc(C)c1OCC(=O)NCc1ccccc1 | i | i | i | i | i | i | i | i | i | i | i
Cc1ccc(NC(=S)NCc2cccs2)c(C)c1 | i | i | i | i | i | . | i | i | i | i | i
COc1ccc2cc(S(=O)(=O)N3CCN(C)CC3)ccc2c1 | i | i | i | i | i | i | i | i | i | i | i
CCOC(=O)c1[nH]c2ccc(OC)cc2c1NC(=O)C(C)N1CCSCC1 (configuration not stated) | i | i | i | . | . | . | . | i | i | i | .
COC(=O)CSc1snnc1-c1ccc(F)cc1 | i | i | i | i | i | i | i | i | i | i | i
COc1cccc(CN2CCC(Oc3ccc(C(=O)N4CCCCC4)cc3)CC2)c1 | i | i | i | i | i | i | i | i | i | i | i
Cc1cc(C)c2[nH]c(=O)c(CN(C(=O)C3CCCO3)C3CCCC3)cc2c1 (configuration not stated) | i | i | i | . | . | . | . | i | i | i | .
CSc1ccc(/C=C(/NC(=O)c2ccco2)C(=O)N2CCCCC2)cc1 | i | i | i | i | i | i | i | i | i | i | i

Continued.
SMILES | TRPC6 activator | TRPC4 act | TRPC4 inh | ANO1 block | MrgX1 PAM | TMEM16A act | MrgX1 ag | RGS4 block | TRPC6 inh | TRPC4 potent | MrgX1 antag
O=C(Nc1ccc(F)cc1F)c1cc(=O)n(-c2ccccc2)c(=O)[nH]1 | i | i | i | i | i | i | i | i | i | i | i
CCn1c(SCC(=O)c2ccccc2)nc2ccccc2c1=O | i | i | i | i | i | i | i | i | i | i | i
O=c1c(-c2nc3ccccc3s2)cccn1Cc1ccc(Cl)cc1 | i | i | i | i | i | i | i | i | i | i | i
COc1ccc(C(=O)N2CCC(C(=O)N3CCN(c4ccccc4)CC3)CC2)cc1 | i | i | i | i | i | i | i | i | i | i | i
O=C(NCCCN1CCCCCC1)c1ccc(N2CCCC2=O)cc1 | i | i | i | i | i | i | i | i | i | i | i
O=C(NCc1ccco1)c1cccnc1-c1nc2ccccc2s1 | i | i | i | i | i | i | i | i | i | i | i
COC(=O)C1CCN(C(=O)CSc2ccccc2)CC1 | i | i | i | i | i | i | i | i | i | i | i
CC(C)C(=O)NNC(=O)c1c(O)c2ccccc2[nH]c1=O | i | i | i | i | i | i | i | i | i | i | i
O=[N+]([O-])c1ccc(N2CCN(C(=S)NCc3ccc(Cl)cc3)CC2)cc1 | i | i | i | i | i | i | i | i | i | i | i
CCOC(=O)C1=C(C)N(CCCC(=O)O)C(=O)NC1c1ccccc1OS(=O)(=O)c1ccc(C)cc1 (configuration not stated) | . | . | . | i | i | i | i | . | . | . | i
Cc1c(NC(=O)CSc2nc3ccccc3n2C)c(=O)n(-c2ccccc2)n1C | i | i | i | i | i | i | i | i | i | i | i
N#Cc1c(NC(=O)CSCC(=O)O)sc2c1CCCC2 | i | i | i | i | i | i | i | i | i | i | i
Cc1ccc(-c2nc(-c3ccncc3)no2)c(C)c1 | i | i | i | i | i | i | i | i | i | i | i
COc1cc(S(=O)(=O)N2CCN=C2c2ccccc2)ccc1F | i | i | i | i | i | i | i | i | i | i | i
CCc1ccc(NC(=S)N2CCC(NC(=O)c3ccccc3)CC2)cc1 | i | i | i | i | i | i | i | i | i | i | i
COc1ccc(C)cc1NC(=O)c1ccc(CN2CCN(c3ccccc3)CC2)cc1 | i | i | i | i | i | i | i | i | i | i | i
O=S(=O)(Nc1ccncc1Cl)c1ccc2ccccc2c1 | i | i | i | i | i | i | i | i | i | i | i
O=C(NCCCN1CCOCC1)C1(c2ccccc2)CCCC1 | i | i | i | i | i | i | i | i | i | i | i
O=C(Nc1ccccc1)Nc1ccc(C(=O)N2CCOCC2)cc1 | i | i | i | i | i | i | i | i | i | i | i

Bioassay records: PubChem, Johns Hopkins Ion Channel Center

Compounds as they come. Share with any hit: about 5.8%.
